High-throughput results from PubChem BioAssay.
Kir21 block: Kir2.1 (mouse) channel inhibition; P35561; HEK293-Kir2.1, FluxOR thallium flux fluorescence; active compounds read low; B-score at 10 µM; 310,000 compounds, 0.85% hits; AID 1672;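 active means fluorescence ratio B-score at or below minus 3 SD of library scores, with starting-brightness B-score within 2 SD, cut at about -4.2 in these data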;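 further: channel flux triggered by added potassium and thallium sulfate stimulus; B-score of peak minus minimum fluorescence over baseline after thallium stimulus; more negative B-score means stronger Kir2.1 block with less thallium influx; some compounds called inactive have numbers as strong as hits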
Target sequence (P35561 whole entry, looked up): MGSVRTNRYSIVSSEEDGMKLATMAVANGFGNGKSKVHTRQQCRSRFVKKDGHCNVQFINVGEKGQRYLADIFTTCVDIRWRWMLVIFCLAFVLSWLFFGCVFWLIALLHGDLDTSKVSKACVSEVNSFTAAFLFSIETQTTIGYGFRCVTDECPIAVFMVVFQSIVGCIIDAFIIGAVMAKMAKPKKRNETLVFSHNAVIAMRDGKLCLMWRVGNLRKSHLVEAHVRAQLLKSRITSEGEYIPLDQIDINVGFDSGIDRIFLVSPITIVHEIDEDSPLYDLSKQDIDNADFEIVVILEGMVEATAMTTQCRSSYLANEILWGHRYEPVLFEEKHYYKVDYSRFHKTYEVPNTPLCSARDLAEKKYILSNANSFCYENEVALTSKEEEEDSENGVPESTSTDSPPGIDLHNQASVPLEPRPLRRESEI
STK33 kinase inh: inhibitors of human STK33 kinase | Q9BYT3 | purified STK33, MBP phosphorylation, ADP-Glo luminescence | inhibition, % at 10 µM | 320,000 compounds, 0.073% hits;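 active means inhibition at or above 25%, using the most active replicate where run in duplicate; inactive means inhibition below 25%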
Target sequence (Q9BYT3 whole entry, looked up): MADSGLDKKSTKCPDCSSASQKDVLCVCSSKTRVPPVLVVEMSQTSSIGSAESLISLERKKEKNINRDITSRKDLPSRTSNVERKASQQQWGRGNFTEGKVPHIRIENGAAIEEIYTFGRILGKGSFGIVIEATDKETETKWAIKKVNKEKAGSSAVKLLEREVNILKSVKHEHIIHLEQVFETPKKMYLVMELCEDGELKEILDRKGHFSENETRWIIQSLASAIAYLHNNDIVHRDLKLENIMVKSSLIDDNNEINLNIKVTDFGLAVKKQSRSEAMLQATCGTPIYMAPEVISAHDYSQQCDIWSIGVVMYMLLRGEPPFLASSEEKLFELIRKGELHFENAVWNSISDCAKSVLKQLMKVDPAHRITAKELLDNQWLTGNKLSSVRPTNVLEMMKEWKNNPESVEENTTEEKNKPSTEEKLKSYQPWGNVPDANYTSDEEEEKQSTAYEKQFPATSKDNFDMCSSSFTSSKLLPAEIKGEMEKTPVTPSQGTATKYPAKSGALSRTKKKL
Active calls of the source: *; nt = no result given; & = joins results of further samples.

The line under a structure holds: Kir21 block	STK33 kinase inh
Cc1nn(Cc2ccccc2)c(Cl)c1/C=N/NC(=O)c1cccnc1
    -0.39	-0.8
CCCN(Cc1nnc(-c2ccccc2Cl)o1)C(=O)c1oc2ccccc2c1C
    0.04	-1.4
CCOC(=O)C1C(c2ccc(C)o2)NC(=O)NC1(O)C(F)(F)F (stereo not given)
    -0.1	-1.4
COc1cccc(/C=N/NC(=O)c2nnn(-c3nonc3N)c2-c2cccs2)c1
    -0.6	-0.5
CCCn1c(/C=C/c2cc[n+](C)cc2)nc2ccccc21
    -0.01	0.1
O=C(Nc1sc2c(c1C(=O)O)CCCCC2)c1ccccc1F
    1.79	-1.1
Cc1cccc(/C=N/NC(=O)c2ccc(F)cc2)n1
    1.17	0.0
O=C(COC(=O)CCc1nc2ccccc2s1)Nc1ncc(Cl)cc1Cl
    1.55	-1.2
CCOC(=O)c1[nH]c2ccccc2c1N=CN(CC)CC
    0.58	-3.4
O=C(Nc1ccccc1)O[C@@H]1C[C@H]2CCC(=O)N3CC[C@@H](C1)[C@@H]23
    -0.86	0.4
CCCCOc1ccc(C2(C)NC(=O)N(C)C2=O)cc1 (stereo not given)
    -0.23	-1.3
O=C(NCc1cccnc1)c1c(O)c2cccc3c2n(c1=O)CCC3
    0.62	nt
Cc1ccnc(NC(=O)c2ccc(Cl)c([N+](=O)[O-])c2)c1
    0.55	0.5
COc1ccc(C(=O)Nc2ccccc2C(=O)NCCN2CCOCC2)cc1OC
    0.42	0.6
O=[N+]([O-])c1ccc(-c2cnc[nH]2)cc1
    0.9	-1.8
NC(=O)NC(=O)CSc1nnc(-c2ccco2)n1Cc1ccccc1
    -0.11	-1.4
COc1ccccc1CNC(=O)CCCn1nc(C)n2ccnc2c1=O
    -0.57	-0.8
Cc1cc(C)nc(SCc2csc(-c3ccccc3)n2)n1
    -1.57	-0.5
CN(C)c1cccc2c(C=C(C#N)C#N)ccc(N(C)C)c12
    0.01	4.2
Cc1cc(/C=C(\C#N)C(=O)N2CCOCC2)c(C)n1C1CCCC1
    -0.31	-0.1

In another format: entries from further up.
SMILES: CCOC(=O)C1C(c2ccc(C)o2)NC(=O)NC1(O)C(F)(F)F (stereo not given)
- Kir21 block: -0.1
- STK33 kinase inh: -1.4

SMILES: Cc1cc(/C=C(\C#N)C(=O)N2CCOCC2)c(C)n1C1CCCC1
- Kir21 block: -0.31
- STK33 kinase inh: -0.1

Remaining list, next part:
The line under a structure holds: Kir21 block	STK33 kinase inh
COc1cc(NC(=O)c2cc(Cl)ccc2Cl)ccc1-c1cc2ccccc2oc1=O
    -1.21	-1.1
O=C(O)c1ccccc1C(=O)Nc1ccccc1
    0.7	-1.5
COc1ccccc1N1CCN(CC(O)COc2cccc3ccccc23)CC1 (stereo not given)
    1.28&-0.45	-1.3&-1.9
COc1ccc(-c2cc(C(F)(F)F)nc(N3CCN(c4ccc(F)cc4)CC3)n2)cc1OC
    -0.09	nt
COc1ccc(OC)c(CC(=O)N2CCc3cc(OC)c(OC)cc3C2)c1
    -2.09	-0.7
COc1ccc(Br)cc1CN(C)C(=O)c1ccccc1OCc1c(C)noc1C
    -1.72	-1.2
O=C(/C=C/c1ccccc1)OCN1C(=O)c2ccccc2C1=O
    0.49	-1.4
COc1cccc(N2C(=O)CN(Cc3ccc(OC)c(OC)c3)C2=S)c1
    0.01	0.1
COC(=O)C(O)(CC(=O)Nc1ccc(Cl)cc1Cl)C(F)(F)F (stereo not given)
    1.7	-1.9
COC(=O)Cn1ncc(N2C3CC(CC(C)(C)C3)C2C)c(Cl)c1=O (stereo not given)
    1.1	-6.6
CCOC(=O)C1=C(N)OC2=C(C(=O)CC(C)(C)C2)C1c1ccco1 (stereo not given)
    1.95	-0.9
CC(C)Cn1c(SCC(=O)Nc2cccnc2Cl)nnc1-c1ccco1
    nt	-2.0
Cc1cccc2nc(CSc3ccccc3N)cn12
    -0.59	-0.9
Cn1c(NC(=O)c2ccc(Cl)cc2)cc(=O)n(C)c1=O
    -1.37	-0.1
Cc1ccc(CSc2sc(C(=O)c3ccccc3)c(N)c2C#N)cc1
    0.14	nt
COc1cc(OC)cc(C(=O)N2CCN=C2SCc2cccnc2)c1
    0.28	-0.6
O=C(NCc1ccncc1)c1cc(F)c(F)cc1Cl
    -1.24	0.3
COC(=O)CC1C(=O)NCCN1C(=S)NC(=O)c1ccccc1[N+](=O)[O-] (stereo not given)
    1.1	-1.6
O=C(O)c1cccc(NC(=O)c2ccc(S(=O)(=O)c3ccccc3)cc2)c1
    -0.22	2.4
CC(=O)CCC(=O)N1CCC(n2nccc2NC(=O)c2ccccc2C)CC1
    -0.01	1.6

Looked up by compound from the entries so far, 5 records:
The line under a structure holds: Kir21 block	STK33 kinase inh
COc1ccc(OC)c(CC(=O)N2CCc3cc(OC)c(OC)cc3C2)c1
    -2.09	-0.7
NC(=O)NC(=O)CSc1nnc(-c2ccco2)n1Cc1ccccc1
    -0.11	-1.4
O=C(O)c1cccc(NC(=O)c2ccc(S(=O)(=O)c3ccccc3)cc2)c1
    -0.22	2.4
Cc1ccc(CSc2sc(C(=O)c3ccccc3)c(N)c2C#N)cc1
    0.14	nt
COc1ccc(-c2cc(C(F)(F)F)nc(N3CCN(c4ccc(F)cc4)CC3)n2)cc1OC
    -0.09	nt

Next section:
The line under a structure holds: Kir21 block	STK33 kinase inh
CCCOC(=O)c1c(NC(=O)CCCn2nc([N+](=O)[O-])cc2C)sc(C(=O)OC)c1C
    0.27	-1.8
CCOC(=O)N1CCC(Nc2cccc(SC)c2)CC1
    -1.37	-0.1
COc1ccc(S(=O)(=O)N2CCCCC2)cc1NC(=O)Cc1c[nH]c2ccccc12
    1.15	1.0
Brc1ccc2c(c1)OCCOCCOCCOCCOCCO2
    -1.75	0.7
Cc1ccc(Cl)cc1NC(=O)Nc1cccs1
    -0.17	-1.9
CCOC(=O)c1oc2cccc(O)c2c1C
    1.71	2.7
CCOC(=O)c1c(NC(=S)Nc2ccccc2)sc2c1CCCCC2
    0.26	-1.0
COc1ccc(CNc2ncc(-c3cccc([N+](=O)[O-])c3)n2C)c(OC)c1OC
    -0.05	0.3
C[N+]1(CC(=O)Nc2ccccc2Cl)CCN(C(=O)c2cccs2)CC1
    -0.37	-1.1
O=C1OC[C@@H]2CCCN2C(=O)[C@H](CC(=O)N(CCO)Cc2ccccc2)C/C=C\C[C@H]1Cc1ccc(F)cc1
    nt	0.7
C=CCn1c(C)nnc1SCC(=O)N1CCN(S(=O)(=O)c2ccccc2)CC1
    -0.01	-0.8
Cn1ncc(Br)c1C(=O)NC(=S)N1CCN(c2ccccn2)CC1
    -1.01	-0.6
Cn1nnnc1SCc1nnc(-c2ccc(Cl)cc2)o1
    -0.19	0.7
NNC(=O)c1cc(Br)cs1
    -0.57	0.0
CCc1ccc(N=C2NC(=O)/C(=C/c3ccc(OCC(=O)O)cc3)S2)cc1
    2.05	1.8
Nc1c(C(=O)Nc2ccc3c(c2)OCCO3)nnn1CCc1ccccc1
    -2.38	0.9
CCC(=O)Nc1c(C)nn(-c2ccc(C)c(C)c2)c1C
    0.05	-1.3
COc1ccc2nc3n(c(=O)c2c1)-c1ccccc1C(=O)NC3Cc1ccccc1 (stereo not given)
    nt	1.1
Cc1cc(C)nc(-n2nc(C)cc2NC(=O)CN2CCc3ccccc3C2)n1
    -1.6	0.4
COC(=O)CC1C(=O)NCCN1Cc1cn(-c2ccc(C)cc2)nc1-c1cccc(C)c1 (stereo not given)
    0.63	-1.1

Carrying on:
The line under a structure holds: Kir21 block	STK33 kinase inh
COc1cc(/C=C2/C(=N)N3OC(C)=CC3=NC2=O)ccc1OC(=O)c1ccco1
    0.1	0.5
CC(C)n1c(N)c(C#N)c2ccc([N+](=O)[O-])cc2c1=O
    0.42	-1.3
O=C(Nc1ccc(S(=O)(=O)N2CCOCC2)cc1)c1cc(-c2cc(Cl)ccc2O)n[nH]1
    1.33	0.3
CCCCC[n+]1cccc2c3ccccc3ccc21
    -1.08	-0.6
CCCNC(=O)c1onc(CSc2ccc(F)c(F)c2)c1C(=O)NCCC
    0.39	0.3
Cn1c(=O)c2c(nc(N3CCc4ccccc4C3)n2C)n(C)c1=O
    1.98	-0.2
COc1ccc(CCNc2oc(-c3ccccc3OC)nc2C#N)cc1OC
    -2.75	1.8
CCCCCOC(=O)Cn1c(=O)oc2ccc(C)cc21
    -0.3	-0.8
CCCCC(=O)Nc1ncc(Br)s1
    0.71	-1.5
O=C(Cn1nc2n(c1=O)-c1ccccc1SC2)N/N=C/c1cccs1
    0	0.9
O=C1CCN(S(=O)(=O)c2ccccc2)CCN1CCOCc1ccccc1
    -0.44	-0.1
CCCN(CCC)CCCNC(=O)C1c2cc(OC)c(OC)cc2C(=O)N(C)C1c1cccnc1 (stereo not given)
    0.09	-1.8
COc1ccc(Cl)cc1NC(=O)CN(C)C(=O)C1COc2ccccc2O1 (stereo not given)
    nt	1.2
Cn1c(=O)c2c(ncn2CCC(=O)N/N=C/c2ccccc2)n(C)c1=O
    -0.36	-0.1
CCN(Cc1ccccc1)C(=O)c1cccc(S(=O)(=O)N2CCN(c3ccc(F)cc3)CC2)c1
    2.46	0.1
Cc1cccc(NC(=O)COc2coc(CN3CCN(Cc4ccccc4)CC3)cc2=O)c1
    -2.16	-0.1
O=C(CN1CCCCCC1)N/N=C/c1cccc(Cl)c1
    0.39	1.9
CCN1CCN(C(=S)NCC2CCCO2)CC1 (stereo not given)
    1.7	-0.4
Cc1ccc(-c2nn3c(C)nnc3c3ccccc23)cc1S(=O)(=O)NCCO
    -0.41	-0.5
Cc1c(-c2nc(-c3cccnc3)no2)cccc1[N+](=O)[O-]
    -1.44	0.3

More structures follow:
The line under a structure holds: Kir21 block	STK33 kinase inh
Cc1ccc(S(=O)(=O)N2CCN(C(=O)c3sccc3-c3ccccc3)CC2)cc1
    0.53	-5.1
Cc1ccc(S(=O)(=O)NCC(=O)NCCc2c[nH]c3ccccc23)cc1C
    -2.34	1.5
COc1cc(C(C)=O)ccc1OCC(=O)Nc1cc(C)on1
    nt	-1.1
CCC(=O)Nc1c(C)c(CC)nc2ccccc12
    -0.02	0.1
COc1ccc(NC(=O)/C(C#N)=C/c2cc(C)n(-c3ccc(N4CCOCC4)c([N+](=O)[O-])c3)c2C)cc1
    -0.64	nt
c1ccc2sc(SCc3ccc(-c4nnco4)cc3)nc2c1
    0.35	-1.0
COc1cc2c(cc1OC)CN(C(=O)CN1C(=O)c3ccc([N+](=O)[O-])cc3C1=O)CC2
    -1.33	0.8
O=C(NCCc1ccc(C(F)(F)F)cc1)C1CCC(=O)N(CCc2cccc(F)c2)C1 (stereo not given)
    -2.62	-3.2
COc1ccc(S(=O)(=O)N2CCc3ccccc3C2)cc1OC
    -4.24*	-0.7
Cc1ccc(NC(=O)CN(C)CC(=O)N(CC(C)C)c2c(N)n(CC(C)C)c(=O)[nH]c2=O)c(C)c1
    nt	-0.6
COc1ccc2c(c1)CCc1c(C(=O)N3CCCCCC3)noc1-2
    0.5	-0.1
O=C(CN1CCCCC1)N/N=C/c1ccccc1OCc1ccccc1
    -2.21	-0.6
Cn1c(=O)c([N+](=O)[O-])c(NCC2CCCO2)c2ccccc21 (stereo not given)
    -0.48	-2.4
CS(=O)(=O)Nc1ccc2c(c1)nc1n2CCOC1
    -1.79	0.5
Cc1cc(=O)oc2c(C)c(OC(C)C(=O)NCCCN3CCOCC3)ccc12 (stereo not given)
    0.32	-1.3
NC(=O)Nc1ccc(C(=O)OCC(=O)N2CCCC2=O)cc1
    nt	0.3
COc1ccccc1C(=O)N/N=C/c1cnc2ccccc2n1
    0.42	2.4
Cc1nc2c(c(C)nn2-c2ccccc2)c(C)c1CCC(=O)NCCCOC(C)C
    0.37	1.1
COc1ccc(-c2noc(-c3ccccc3C(=O)Nc3cccnc3)n2)cc1
    -2.2	-1.5
C=CCN1C(=O)/C(=C/c2ccc(O)c(OC)c2)S/C1=N/c1nccs1
    0.01	-1.3

Next part.
The line under a structure holds: Kir21 block	STK33 kinase inh
O=c1nc2n(c3cccc(Cl)c13)CCCCC2
    0.83	-0.9
COc1ccc(-c2csc(NCc3ccco3)n2)cc1
    0.04	-0.5
CCN(CC)CCN(C(=O)c1ccc(C(=O)c2ccccc2)cc1)c1nc2cc3c(cc2s1)OCO3
    0.62	0.0
CC(NC(=O)c1cc2ccccc2oc1=O)c1ccc(O)cc1 (stereo not given)
    -0.55	0.3
CCOC(=O)C1CCCN(Cc2c(F)cccc2Cl)C1 (stereo not given)
    0.85	-0.4
Cc1sc2nc(-c3cccnc3)[nH]c(=O)c2c1-c1ccccc1
    -0.49	-0.9
CCOC(=O)CCC(=O)Nc1ncnc2c1C(c1ccccc1)c1c(ccc3ccccc13)O2 (stereo not given)
    nt	0.0
CCCCC(=O)N/N=C/c1cc([N+](=O)[O-])ccc1N1CCOCC1
    0.2	-0.1
COc1cc(C(=O)n2cnc3ccccc32)c([N+](=O)[O-])cc1OC
    1.62	0.1
O=C(N/C(=C/c1ccccc1Cl)C(=O)N1CCCC1)c1ccccc1
    0.99	-0.7
COc1cc(/C=C/C(=O)NC(=O)c2ccccc2O)ccc1O
    -0.37	-0.7
CCOC(=O)CNC(c1ccccc1)c1cc(Br)ccc1NC(=O)CCN1CCOCC1 (stereo not given)
    -0.21	0.3
O=C(Cn1nnc2ccccc2c1=O)NCc1ccco1
    1.02	-0.3
CSc1nc2cc(C)nn2c(-c2ccccc2Cl)c1C#N
    -0.5	-2.2
O=C(CCc1nc2ccccc2n1-c1ccccc1)NCCO
    0.93	-2.6
